# Assay outcomes (PubChem)
# CHT block = inhibitors of human choline transporter CHT; High affinity choline transporter 1 (Homo sapiens), Q9GZV3; CHT-expressing cells, membrane potential dye, choline response; active compounds read low; B-score at 10 µM; 310,000 tested, 0.86% active; AID 488975, 2010;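 active = B-score over 3 SD under the library average, and starting fluorescence ratio not unusually high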;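 also: choline stimulus applied at its EC90 after an EC20 pre-addition; B-score computed on integrated fluorescence ratio after choline addition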
# Target sequence (Q9GZV3 whole entry, looked up): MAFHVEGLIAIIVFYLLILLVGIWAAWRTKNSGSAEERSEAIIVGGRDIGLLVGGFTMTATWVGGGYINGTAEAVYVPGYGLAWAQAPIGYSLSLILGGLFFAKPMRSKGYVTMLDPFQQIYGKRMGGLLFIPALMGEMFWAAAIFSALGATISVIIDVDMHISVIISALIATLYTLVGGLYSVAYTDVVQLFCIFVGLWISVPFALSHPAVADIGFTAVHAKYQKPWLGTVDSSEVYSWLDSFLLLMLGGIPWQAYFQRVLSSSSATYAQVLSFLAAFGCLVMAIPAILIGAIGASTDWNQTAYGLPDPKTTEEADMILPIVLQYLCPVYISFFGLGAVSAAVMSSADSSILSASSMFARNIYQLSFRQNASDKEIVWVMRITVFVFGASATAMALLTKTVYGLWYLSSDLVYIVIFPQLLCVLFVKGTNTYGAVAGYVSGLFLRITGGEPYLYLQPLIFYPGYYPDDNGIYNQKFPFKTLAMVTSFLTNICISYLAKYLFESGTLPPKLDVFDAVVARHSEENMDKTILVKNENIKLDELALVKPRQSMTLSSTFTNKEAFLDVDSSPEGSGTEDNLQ
# CHT PAM = CHT positive allosteric modulators, primary screen, cell-based, membrane potential dye, choline EC20. High affinity choline transporter 1 (Homo sapiens), Q9GZV3. CHT-expressing cells; active compounds read high; LV-AA mutant CHT in HEK293 cells. B-score at 10 µM. 310,000 tested, 0.49% active. AID 488977, 2010;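 active = initial fluorescence not abnormally high and integrated response B-score, plate-corrected, over 3 SD above library mean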
# STK33 inh = inhibitors of purified STK33 kinase, primary screen, biochemical, ADP-Glo luminescence, homogeneous, cell-free. MBP phosphorylation. inhibition, % at 10 µM. 320,000 tested, 0.073% active. AID 2661, 2010. Serine/threonine-protein kinase 33 (Homo sapiens), Q9BYT3;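 active = inhibition at or above 25%, using the most active replicate where run in duplicate; inactive = inhibition below 25%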
# Target sequence (Q9BYT3 whole entry, looked up): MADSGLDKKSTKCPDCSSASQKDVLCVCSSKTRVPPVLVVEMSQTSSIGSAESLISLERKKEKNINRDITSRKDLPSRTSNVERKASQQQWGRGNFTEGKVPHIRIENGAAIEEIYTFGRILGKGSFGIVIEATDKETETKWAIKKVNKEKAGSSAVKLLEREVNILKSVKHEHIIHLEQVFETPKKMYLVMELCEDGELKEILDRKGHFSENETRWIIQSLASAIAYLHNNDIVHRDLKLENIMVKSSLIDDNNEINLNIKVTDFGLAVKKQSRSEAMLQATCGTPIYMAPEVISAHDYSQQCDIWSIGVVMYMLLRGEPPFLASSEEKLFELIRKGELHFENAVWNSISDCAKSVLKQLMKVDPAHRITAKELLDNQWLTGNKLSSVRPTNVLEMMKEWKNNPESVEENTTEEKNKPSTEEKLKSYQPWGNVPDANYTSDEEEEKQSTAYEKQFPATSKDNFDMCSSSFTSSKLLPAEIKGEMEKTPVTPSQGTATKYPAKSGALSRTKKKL
# The depositor's hits bear a star; i = inactive; / = not tested or not shown.
# Results follow in this order: STK33 inh	CHT PAM	CHT block
- NC(=O)c1ccc(C(F)(F)F)n(Cc2ccc(F)c(F)c2)c1=O
→ 1.6	i	i
- O=C(CSc1nc2ccccc2s1)Nc1ccc(C(=O)O)cc1
→ -0.1	i	i
- Cc1ccc(NS(=O)(=O)c2c(C(=O)N3CCCCCC3)c(C)n(C)c2C)c(C)c1
→ -0.3	i	i
- COc1cccc(C(C(=O)NCC2CCCO2)N(CC2CCCO2)C(=O)CN2C(=O)c3ccccc3S2(=O)=O)c1 (stereo not drawn)
→ -0.9	i	i
- O=C(Cn1cnc2c(nnn2-c2ccc(F)cc2)c1=O)N1CCCc2ccccc21
→ -0.2	i	i
- Cc1cccc(NC(=S)N2CCCCC2c2cccnc2)c1C (stereo not drawn)
→ -0.2	i	i
- CC(=O)Nc1ccc(C(=O)OCC(=O)NC2CCCCCCC2)cc1
→ 2.2	i	i
- O=[N+]([O-])c1cccc(-c2nc3ccccc3s/c2=N/O)c1
→ 0.7	i	i
- CN(C)c1ccc(C(=O)Nc2cc(C(F)(F)F)ccc2-n2cncn2)cc1
→ -1.6	i	i
- O=C(NCC(c1cccnc1)N1CCOCC1)c1ccco1 (stereo not drawn)
→ 0.0	i	i
- O=C(Oc1ccc2ccccc2c1Br)N1CCCCCC1
→ 1.7	i	i
- COc1ccccc1NC(=O)OCC#CCOC(=O)Nc1ccccc1OC
→ -1.5	i	i
- COc1ccc(-n2nc(N)c(C(N)=O)n2)cc1
→ -0.5	i	i
- Cc1ccc(C(=O)COC(=O)C2CC(=O)N(c3nc(-c4ccccc4)cs3)C2)cc1 (stereo not drawn)
→ 0.5	i	i
- COc1ccc(C)cc1NC(=O)CN1CCN(c2ccccc2F)CC1
→ -0.8	i	-4.99*
- O=C1c2oc3ccccc3c(=O)c2C(c2cccnc2)N1Cc1ccco1 (stereo not drawn)
→ -0.3	i	i
- NC(=O)c1c(NC(NC(=O)c2ccco2)C(=O)c2ccc(Cl)cc2)sc2c1CCCC2 (stereo not drawn)
→ -0.9	i	i
- COc1ccccc1N1CCN(C(=O)C2CCN(C(=O)c3ccccc3Cl)CC2)CC1
→ 0.1	i	i
- CCC1(CC)N([O-])C(C)=C(c2ccccc2)[N+]1=O
→ 0.1	i	i
- CC1(C)CC(=O)N(c2ccc(Cl)c(Cl)c2)C(=O)C1
→ -2.6	i	i
- Cc1ccc(-c2nnc(-c3cc(C)on3)o2)cc1
→ -0.3	i	i
- CCOC(=O)N1CCN(C(=O)CCCn2c(=S)[nH]c3ccsc3c2=O)CC1
→ 0.5	i	-12*
- CCN(CC)C(=O)CCSc1nnc(-c2ccncc2)o1
→ 1.2	i	i
- Cn1c(=O)[nH]c(=O)c2c1nc(Br)n2Cc1ccccc1F
→ -2.6	i	i
- O=C(NCc1ccccc1)C(c1ccc(F)cc1)N(Cc1cccs1)C(=O)c1cnccn1 (stereo not drawn)
→ -2.3	i	i
- Cc1cc(C)c(C)c(OCC(=O)N2CCOCC2)c1
→ 0.5	i	i
- CCOC(=O)CN1C(=O)CN(c2ccc(C)cc2)C1=O
→ /	i	i
- COc1cc(OC)cc(C(=O)Nc2ccc(S(=O)(=O)Nc3ncccn3)cc2)c1
→ 0.7	i	i
- CCCn1nc(C(=O)Nc2ccc(S(=O)(=O)Nc3nccs3)cc2)c2ccccc2c1=O
→ 0.6	i	i
- Cn1c(-c2c(N)n(C3CCCC3)c3nc4ccccc4nc23)nc2ccccc21
→ -1.1	i	i
- CC(C)(C)N(Cc1ccccc1)C(=O)c1cccs1
→ -1.8	i	i
- O=C(CSc1nc2[nH]ncc2c(=O)[nH]1)c1ccccc1
→ -0.4	i	i
- CCOC(=O)c1[nH]c2ccccc2c1NC(=O)NC(C)C
→ -4.0	i	i
- Cc1ccc(NC(=O)c2cccc(S(=O)(=O)N3CCN(C)CC3)c2)cc1F
→ -0.7	i	i
- O=C(NCC1CCCO1)c1cnn2c(C(F)F)cc(C3CC3)nc12 (stereo not drawn)
→ 0.8	i	i
- O=C(c1ccco1)N1CCN(CCOc2ccc(F)cc2)CC1
→ -0.9	i	i
- COc1cc(OC)c(OC)cc1/C=N/n1c(C)nnc1C
→ -0.9	i	i
- CC(=O)N1C(c2ccccc2O)C[C@]2(C)CC(=O)NC12 (stereo partly drawn)
→ -1.8	i	i
- Cn1ccnc1SCC(=O)c1ccc(Cl)cc1
→ -0.6	i	i
- COc1ccc(CNn2c(C)nc3ccccc3c2=O)cc1
→ 1.1	i	i
- Cc1nc2c(C)cccn2c1/C(O)=C1\C(=O)C(=O)N(CCN(C)C)C1c1ccco1 (stereo not drawn)
→ 0.5	i	i
- CCOC(=O)CCCNC(=O)CCNC(=O)c1ccc(OC(C)C)cc1
→ -1.2	i	i
- Cc1cc(C(=O)N2CCCC(N3CCN(c4ccccc4C)CC3)C2)n(C)n1 (stereo not drawn)
→ -4.7	i	i
- COC(=O)/C(=C/c1ccc2c(c1)c1ccccc1n2C)NC(=O)c1ccccc1
→ -1.1	i	i
- O=C(O)C1C2CCC(C2)C1C(=O)NCCc1ccc(F)cc1 (stereo not drawn)
→ -0.7	i	i
- CC(C)c1ccc(N(C(=O)c2csnn2)C(C(=O)NC2CCCC2)c2ccncc2)cc1 (stereo not drawn)
→ -0.6	i	i
- CSc1ccccc1OCc1cc(C(=O)N(Cc2nccn2C)C(C)C)no1
→ -0.9	i	i
- COc1ccc(N(C(=O)Cn2nnc(-c3ccc(F)cc3)n2)C(C)C(=O)NC2CCCC2)cc1OC (stereo not drawn)
→ -1.1	i	i
- COc1ccc2cc(CN(Cc3ccco3)Cc3nnnn3C3CCCCC3)c(=O)[nH]c2c1
→ 0.2	i	i
- CS(C)(=O)=NS(=O)(=O)c1ccc(Cl)cc1
→ -0.6	i	i
- COc1ccc(S(=O)(=O)N(C)CC(=O)N2CCCCC2)cc1Cl
→ -3.0	i	i
- O=C(O)c1sccc1OCc1ccccc1
→ -1.4	i	i
- CCOC(=O)C1=C(C)n2c(s/c(=C/c3cccc([N+](=O)[O-])c3)c2=O)=NC1c1ccc(O)c(OC)c1 (stereo not drawn)
→ -1.2	i	i
- O=C(CSc1nnc(Cn2nnc3ccccc32)o1)N(Cc1ccc(Cl)cc1)c1ccccc1
→ -0.6	i	i
- COC(=O)Cc1cccc2c(=O)c3ccccc3oc12
→ -1.5	i	i
- CCCCc1ccc(NC(=O)CSc2nnc(CNC(=O)c3ccco3)o2)cc1
→ 1.4	i	i
- COc1ccc(S(=O)(=O)N2CCC(C(=O)NCCCn3ccnc3)CC2)cc1C
→ 0.9	i	i
- Cc1ccccc1NC(=O)Nc1nnc(Cc2ccc([N+](=O)[O-])cc2)s1
→ 0.4	i	i
- Cc1cc(=O)[nH]c(SCC(=O)NCCOc2ccccc2)n1
→ -2.6	i	i
- CCOc1cc(C)ccc1OCc1nnc(SCC(=O)c2cccc([N+](=O)[O-])c2)n1C
→ 3.3	i	i

# Compound profiles, as listed above:
# `COc1ccc(N(C(=O)Cn2nnc(-c3ccc(F)cc3)n2)C(C)C(=O)NC2CCCC2)cc1OC` (stereo not drawn) is listed with STK33 inh = -1.1; CHT PAM = i; CHT block = i
# `COc1ccc(S(=O)(=O)N(C)CC(=O)N2CCCCC2)cc1Cl` is listed with STK33 inh = -3.0; CHT PAM = i; CHT block = i
# `Cn1ccnc1SCC(=O)c1ccc(Cl)cc1` is listed with STK33 inh = -0.6; CHT PAM = i; CHT block = i

# The list goes on:
# Results follow in this order: STK33 inh	CHT PAM	CHT block
- CCOC(=O)c1sc(NC(=O)C(CC)Sc2nccn2C)nc1C (stereo not drawn)
→ 0.4	i	i
- CCCc1nc(SCC(=O)N2c3ccccc3CC2C)c2c(C)c(C)sc2n1 (stereo not drawn)
→ 1.0	i	i
- O=C(NCCC1=CCCCC1)c1ccc2c(=O)n3c(nc2c1)CCCCC3
→ -1.2	i	i
- CCN(CC)S(=O)(=O)c1ccc2oc(C(=O)NCc3ccc(F)cc3)c(C)c2c1
→ -2.0	i	i
- CS(=O)(=O)c1ccc2nc(NC(=O)c3ccco3)sc2c1
→ 1.5	i	i
- Cc1ccc(/C=C/C(=O)O)cc1S(=O)(=O)N1CCc2ccccc2C1
→ -0.6	i	i
- CCCSc1nsc(NC(=O)CC)n1
→ -1.3	i	i
- CN1CCN(c2nnc(-c3ccc(F)cc3)c3ccccc23)CC1
→ -1.2	i	i
- Cc1ccc(-n2nnnc2SC(C)C(=O)Nc2ccccc2-c2ccccc2)cc1 (stereo not drawn)
→ -0.6	i	i
- CNC(=O)c1ccccc1NC(=O)c1ccco1
→ 7.5	i	i
- O=C1N(c2ccccc2)C(=Nc2ccccc2)SC12CC2
→ -2.1	i	i
- O=C(Cc1ccccc1)NC1CCN(S(=O)(=O)c2ccc(C(=O)O)cc2)CC1
→ -1.1	i	i
- COc1ccc(CCNC(=O)c2cc(-c3ccc(Cl)c(Cl)c3)oc2C)cc1
→ -0.6	i	i
- Cc1c(OC(C)C(=O)NCC2CCC(C(=O)O)CC2)ccc2c1oc(=O)c1ccccc12 (stereo not drawn)
→ 0.3	i	i
- CC(=O)OC[C@H]1O[C@@H](Sc2cccc3cccnc23)[C@H](OC(C)=O)[C@@H](OC(C)=O)[C@H]1OC(C)=O
→ -0.1	i	i
- CC(O)[C@H]1CNC(=O)C(=O)N1CC1(c2ccccc2)CC1 (stereo partly drawn)
→ 1.0	i	i
- NCC(O)(c1ccc(Cl)cc1)c1ccc(Cl)cc1
→ /	i	i
- Nc1c(-c2ccccc2)c(CN2CCOCC2)nn1-c1ccccc1
→ -0.7	i	i
- CN(C)CC(C)(C)CNS(=O)(=O)c1cccc2nsnc12
→ 0.1	i	i
- CC(C)(O)[C@H](O)COc1c2occc2cc2ccc(=O)oc12
→ -1.9	i	i
- CC(=O)c1c(C(C)=O)c(C)n(NC(=O)c2ccncc2)c1C
→ -0.4	i	i
- COc1ccc(C#Cc2ccc3c(=O)c4ccccc4n(C)c3c2)cc1
→ -0.2	i	i
- COc1cc(C(=O)NCCCNc2ccc([N+](=O)[O-])cc2)cc(OC)c1OC
→ -0.1	i	i
- CN1CCN(c2nc(-c3cccnc3)nc3ccccc23)CC1
→ -2.2	7.35*	i
- O=C(OCCN=C1NS(=O)(=O)c2ccccc21)c1ccncc1
→ -0.3	i	i
- Cc1c(NC(=S)NC(=O)c2ccc(COc3ccccc3)cc2)cccc1C(=O)O
→ 0.2	i	-6.27*
- COCCCNC(=S)NNC(=O)c1cc(-c2ccncc2)nc2ccccc12
→ -0.4	i	i
- Cc1cc(N2C(=O)C(O)=C(C(=O)c3ccco3)C2c2cccc(O)c2)no1 (stereo not drawn)
→ -0.4	i	i
- COc1ccc(CNCC(O)(c2ccccc2)c2ccc(F)cc2)cc1OC (stereo not drawn)
→ -2.3	i	i
- CC1(c2ccc([N+](=O)[O-])cc2)NC(=O)N(CC(=O)c2ccc3c(c2)OCO3)C1=O (stereo not drawn)
→ -1.8	i	i

# A second format for 2 compounds above:
mol: CC(=O)OC[C@H]1O[C@@H](Sc2cccc3cccnc23)[C@H](OC(C)=O)[C@@H](OC(C)=O)[C@H]1OC(C)=O
  STK33 inh = -0.1
  CHT PAM = i
  CHT block = i

mol: Cc1c(OC(C)C(=O)NCC2CCC(C(=O)O)CC2)ccc2c1oc(=O)c1ccccc12 (stereo not drawn)
  STK33 inh = 0.3
  CHT PAM = i
  CHT block = i

# More entries follow.
# Results follow in this order: STK33 inh	CHT PAM	CHT block
- Cc1ccc(NC(=O)c2cccc3ccccc23)cc1
→ -0.1	i	i
- CCc1nnc(NC(=O)CCNC(=O)c2ccccc2Cl)s1
→ -3.4	i	i
- O=[N+]([O-])c1ccccc1N=Nc1ccc(O)cc1
→ 2.3	i	i
- CCN(CC)CCn1c2c(c(SCC(=O)Nc3ccc4c(c3)OCO4)nc1=O)CCC2
→ -1.1	i	i
- O=C(Nc1nccs1)C1(c2ccc(Cl)cc2)CC1
→ -2.8	i	i
- O=C(CCNC(=O)c1ccc(Br)cc1)Nc1cccc(S(=O)(=O)N2CCCC2)c1
→ -0.9	i	i
- Cc1c(Cl)c([N+](=O)[O-])nn1CC(=O)NCc1cccnc1
→ -1.5	i	i
- CCOc1ccc(OCc2cccc(C(=O)N3CCCC3)c2)cc1
→ -0.8	i	i
- CN(/C(=N\S(=O)(=O)c1ccccc1)C(F)(F)F)c1ccccc1
→ -1.1	i	i
- O=C(c1ccccc1)c1cc(-c2ccccn2)c(N2CCOCC2)s1
→ 1.0	i	i
- CCCNC(=S)Nc1ccccc1
→ -2.0	i	i
- CC(=O)Nc1ccc(S(=O)(=O)N2CCN(Cc3cccc([N+](=O)[O-])c3)CC2)cc1
→ -0.2	i	i
- CCNC(=O)CCSc1nnc(-c2ccncc2)o1
→ -1.4	i	i
- Cc1ccc(S(=O)(=O)NNC(=O)/C=C/c2cccc(F)c2)cc1
→ -1.5	i	i
- COc1ccc(OC)c(NC(=O)CSc2nc(-c3ccccc3)cc(=O)[nH]2)c1
→ -1.9	i	i
- CC1CCCCN1C(=O)CSc1nnc(-c2c[nH]c3ccccc23)o1 (stereo not drawn)
→ 1.2	i	i
- Cc1ccc(Cn2c(SCC(=O)Nc3cc(C)on3)nc3ccccc3c2=O)cc1
→ -1.9	i	i
- O=c1c2c(-c3cccs3)csc2ncn1-n1cccc1
→ -1.2	i	i
- O=C(NCc1ccco1)C1CCN(S(=O)(=O)N2CCOCC2)CC1
→ -2.2	i	i
- CCC1COCCS(=O)(=O)N1Cc1ccccc1F (stereo not drawn)
→ -0.6	i	i
- Cc1cn2c(-c3cccnc3)nnc2s1
→ -0.9	i	i
- CCCCNS(=O)(=O)c1ccc2nc(-c3cccnc3)cc(C(=O)NCCOC)c2c1
→ -0.5	i	i
- CCN(CC)C(=O)C1CCN(S(=O)(=O)c2ccc(-n3cnnn3)cc2)CC1
→ -1.1	i	i
- CSc1nsc(SC)c1CO
→ -0.1	i	i
